Screens as filed in PubChem BioAssay.
Lipid droplet – inhibitors of hepatocyte lipid droplet formation, primary screen, imaging, high-throughput imaging, BODIPY stain | AML12 mouse hepatocytes, oleate lipid droplets | inhibition, % at 6.5 µM | hit rate 0.4% among 240,000 | AID 1656, 2009;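 active = lipid droplet intensity inhibited by at least 50%, with more than 500 cells counted; inconclusive = wells with under 300 cells, treated as cytotoxic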
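Material – AML12 mouse liver cells · Also added – oleate loading, 100 µM · Compound dosing – 6.5 µM single-point dosing · Times – overnight treatment with compound plus oleate · Measured by – fluorescence imaging, 20x objective, two fields per well · Read-out – percent inhibition of filter-corrected integrated lipid droplet intensity per well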
LYP inhibition – inhibitors of LYP phosphatase, biochemical, fluorescence intensity, uHTS (AID 1779). Tyrosine-protein phosphatase non-receptor type 22 (Homo sapiens). recombinant LYP phosphatase, fluorescence intensity; higher % means a stronger effect. one-dose inhibition, % at 11.5 µM; IC50 in µM for titrated hits. hit rate 0.054% among 290,000;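 note: plate controls were vehicle with enzyme for no effect and no enzyme for full effect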
SIAH1 antagonists – Siah-1 peptide-binding antagonists, primary screen, biochemical, fluorescence polarization, rhodamine-plectin, uHTS (AID 1817); hit rate 0.02% among 290,000; Siah-1 / rhodamine-plectin peptide fluorescence polarization; higher % means a stronger effect; one-dose displacement, % at 20 µM; IC50 in µM for titrated hits;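 active = displacement of at least 50% at 20 µM, with a fluorescence ratio check between 0.3 and a set limit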;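 note: plate controls were Siah plus tracer with DMSO for no effect and tracer alone without Siah for full effect; strong numbers were not always called active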
HIV peptide binding – inhibitors of HIV fusion peptide binding, primary screen, biochemical, uHTS, fluorescence dequenching (AID 1986) | hit rate 0.3% among 290,000 | inhibition, % at 20 µM, or IC50 in µM where a hit was titrated | cell-free peptide binding, fluorescence dequenching, 30 min; higher % means a stronger effect; in the data active = inhibition mostly above about 52%, no sharp cut-off; inactive = mostly below about 76%; note: some results filed as inactive read as strong as hits
Myeloid diff 2 – induction of myeloid progenitor differentiation, primary screen, cell-based, flow cytometry, MLPCN library. hit rate 1% among 360,000. ER-HoxA9 myeloid progenitors, lysozyme-GFP differentiation. calls only at 10 µM;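 active = normalized GFP-positive differentiation at or above the plate's own cutoff, the solvent-only control mean plus 3 SD; inconclusive = no clear call, values can overlap the other calls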;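 note: cells exposed to compound for four days before flow analysis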
HEK293 NOD2/NF-kB – NOD2 signaling inhibitors, cell-based, luminescence, uHTS, HEK293 (AID 1566); HEK293 NOD2/NF-kB luciferase reporter, luminescence; higher % means a stronger effect; inhibition, % at 4 µM; hits with a dose series show EC50 in µM; hit rate 0.63% among 290,000; note: many of its hits are not listed in these tables
AID2073 – inhibitors of Mint1-CaV2.2 protein interaction, biochemical, HTRF (AID 2073); Voltage-dependent N-type calcium channel subunit alpha-1B (Homo sapiens); HTRF protein-protein interaction, Mint1-CaV2.2; higher % means a stronger effect; one-dose inhibition, % at 20 µM; IC50 in µM for titrated hits; hit rate 0.19% among 290,000; in the data active = inhibition mostly above about 51%, no sharp cut-off; inconclusive = no clear call, values can overlap the other calls; inactive = mostly below about 53%; note: some results filed as inactive read as strong as hits
NS5 inhibitors – Dengue-2 NS5 methyltransferase inhibitors, primary screen, biochemical, confirmation dose response (AID 588689); inhibition, % at 25 µM, or IC50 in µM where a hit was titrated; Dengue-2 NS5 methyltransferase capping enzyme assay, biochemical; higher % means a stronger effect; hit rate 0.3% among 340,000; Genome polyprotein (Dengue virus type 2 (strain 16681-PDK53)); in the data active = a potency from the dose series; inconclusive = inhibition above about 29% without an active follow-up result
XIAP displacement – XIAP antagonists, biochemical, IAP family, fluorescence polarization (AID 1018). E3 ubiquitin-protein ligase XIAP (Homo sapiens). displacement, % at 20 µM, or IC50 in µM where a hit was titrated. hit rate 0.007% among 200,000. XIAP BIR domain, fluorescence polarization peptide displacement; higher % means a stronger effect; in the data active = displacement above about 50%; note: a part of the inactive calls stands beside numbers as strong as those of hits
Lipid droplet cells 6.5 µM – further read-out of Lipid droplet, marked with its call; cell count; measured here: cell count, cytotoxicity flag;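 cells counted across two imaged fields per well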
NS5 inhibitors pilot replicate – recorded beside NS5 inhibitors, whose call it bears; inhibition, %; measured here: pilot screen replicate inhibition
Myeloid diff 2 GFP+ MAC1+ % – recorded beside Myeloid diff 2, whose call it bears; GFP+ MAC1+ double positive, %; measured here: differentiation confirmed by MAC1 staining
* marks the source's active call; other numbers are inactive results; i = inactive; ? = inconclusive; / = not tested or not shown. Cut-off read from the data, not from the text of the source, unless noted: active = inhibition above about 50%; inactive = the rest. This is a subset; the hit share may differ from the screen's.

SMILES | Lipid droplet | Lipid droplet cells 6.5 µM | LYP inhibition | SIAH1 antagonists | HIV peptide binding | Myeloid diff 2 | Myeloid diff 2 GFP+ MAC1+ % | HEK293 NOD2/NF-kB | AID2073 | NS5 inhibitors | XIAP displacement | others
COc1ccc(CN2CC[C@@H](N3CCOCC3)[C@H](O)C2)cc1F | -1 | 847 | -5% | 4% | 0.1% | i | 0.9 | -18% | -1% | 2% | / | NS5 inhibitors pilot replicate=4.9
COc1ccc(N2C(=O)C(Cl)=C(N3CCN(Cc4ccccc4)CC3)C2=O)cc1 | 18 | 607 | 5% | 1% | -2.4% | i | 2.8 | 8% | 9% | -2% | -2.7%
CC(=O)N1CCc2c(sc3c2c(=O)n(-c2ccccc2)c(=O)n3CC(=O)NCC2CCCO2)C1 (centres undefined) | 5 | 748 | -11% | -1% | 2.7% | i | 8.6 | 14% | -2% | 3% | /
CCC1(C)Cc2c(C#N)c(N)sc(=S)c2CO1 (centres undefined) | / | / | 1% | -2% | -1.0% | i | 0.5 | 1% | 40% | 36% | -6.7%
Cc1c(Cl)cccc1NC(=O)c1ccccc1-c1ccccc1C(=O)O | 8 | 760 | -10% | 14% | 5.2% | i | 0.4 | 13% | 5% | -9% | /
CN(Cc1nc2ccccc2n1C)S(=O)(=O)c1ccc(Cl)cc1 | 4 | 741 | -10% | -3% | -1.4% | i | 0.4 | 12% | 2% | -10% | -5.3%
CN(C)c1nc2ccccc2n(C)c1=O | 11 | 709 | -7% | -4% | -1.6% | i | 0.6 | 1% | -10% | 1% | -11%
CC(NC(=O)CC1Nc2ccccc2NC1=O)c1ccccc1 (centres undefined) | -4 | 779 | -1% | -1% | -1.0% | i | 0.8 | 4% | -11% | -8% | -2.5%
Cc1cc(C)nc(OC(C(=O)O)C(OCc2ccccc2)(c2ccccc2)c2ccccc2)n1 (centres undefined) | / | / | -5% | 10% | 6.7% | i | 0.3 | 12% | 0% | / | /
COC(=O)N/N=C/c1cc(Cl)c(OCc2ccccc2F)c(OC)c1 | 0 | 731 | -1% | -10% | -1.0% | i | 0.4 | 9% | 8% | -2% | /
O=C(Nc1cccc(F)c1)c1ccc(S(=O)(=O)N2CCCCC2)cc1 | -3 | 823 | -4% | -4% | 0.0% | ? | / | 4% | 3% | -1% | /
COc1ccc(C(=O)O/N=C(\N)c2ccc(Cl)cc2)cc1 | 4 | 826 | -8% | 7% | 0.2% | i | 0.7 | -14% | -3% | -1% | /
O=C(CSc1n[nH]c(-c2cccnc2)n1)OC1CCCCC1 | -1 | 749 | -7% | 4% | 0.4% | i | 0.0 | 9% | 4% | 2% | -1.9%
CCOC(=O)N1CCN(CCCc2ccccc2)CC1 | 8 | 859 | -4% | 8% | 2.2% | / | / | -24% | 5% | -4% | /
COc1ccc(C(=O)N2CCCC(CCC(=O)N3CCN(c4ccccn4)CC3)C2)cc1 (centres undefined) | -1 | 821 | -1% | 4% | 1.8% | i | 1.2 | 1% | 17% | -4% | /
N=C1C(=O)OCC1c1ccccc1NC(=O)CN1CCOCC1 (centres undefined) | / | / | -4% | 9% | -1.0% | i | 1.9 | 11% | 11% | -14% | 1.4%
Cn1cccc1C1NC(=O)c2c(sc3c2CCC(C(C)(C)C)C3)N1 (centres undefined) | 5 | 701 | 5% | 1% | 12% | i | 0.9 | -7% | -3% | 2% | -3.3%
COc1ccc(S(=O)(=O)N2CCN(c3nc4ccccc4nc3-n3nc(C)cc3C)CC2)cc1 | -11 | 693 | 0% | 6% | 1.1% | / | / | -4% | -1% | / | -1.5%
NCCNCCNCCN | 1 | 629 | -8% | 0% | -0.8% | i | 1.6 | 4% | 2% | -3% | -1.4%
COc1ccc(NC(=O)COc2ccccc2)c(OC)c1 | 2 | 762 | -10% | -4% | -0.5% | i | 1.0 | -31% | -4% | 2% | 0.7%
CCn1c(=S)[nH]c2sc3c(c2c1=O)CCCC3 | 7 | 836 | -4% | -4% | -0.1% | i | 0.7 | -2% | -18% | -3% | /
CCCCOc1ccc(C(O)C(CN2CCCCC2)c2ccccc2)cc1 (centres undefined) | -16 | 714 | -6% | 3% | -1.2% | i | 0.2 | 3% | -13% | 1% | -0.2%
COc1cc(C2Nc3cc(Cl)c(S(N)(=O)=O)cc3S(=O)(=O)N2)ccc1OCc1ccccc1 (centres undefined) | 12 | 832 | -2% | -4% | 2.9% | i | 0.4 | -32% | 2% | -2% | -13%
[O-][n+]1onc2c3cc(-c4ccccc4)nnc3ccc21 | / | / | -9% | 3% | -1.5% | i | 0.8 | 4% | 2% | -4% | -4.5%
CC(C)(C)c1ccc(-c2nnc(SCCC#N)n2C2CCCC2)cc1 | -14 | 705 | 8% | 0% | 0.6% | i | 0.4 | -2% | 18% | 1% | -2.0%
Nc1ccc(N(c2ccccc2)c2ccc(N)cc2)cc1 | / | / | -2% | 6% | -7.5% | i | 0.9 | 6% | -15% | -4% | -2.4%
Cc1ccnc(NC(=O)C2CCCN(c3ncnc4c3nc3n4CCCCC3)C2)c1 (centres undefined) | -18 | 663 | -7% | -3% | -0.6% | ? | / | 22% | 5% | 0% | /
COc1ccc(CCCNC(=O)C2CCC(=O)N(CC3CCCCC3)C2)cc1 (centres undefined) | -2 | 859 | -6% | 2% | 0.0% | i | 1.0 | 4% | ? | -10% | /
O=C(NC1CCCCC1)C(c1ccccn1)N(C(=O)c1csnn1)C1CCCCC1 (centres undefined) | -4 | 720 | -3% | -3% | -0.7% | i | 0.6 | 17% | -3% | / | -7.7%
COP1(=O)C[C@@H](O)[C@@H](O)[C@@H](COCc2ccccc2)O1 (some centres undefined) | -1 | 727 | -5% | -2% | 0.9% | i | 1.1 | 1% | 3% | -11% | /
COc1ccc(C(C)=O)cc1CN1C(=O)NC2(CCCCC2)C1=O | 21 | 876 | -6% | -1% | -1.8% | i | 0.6 | 4% | 2% | 1% | -1.1%
Nc1ccc(S(=O)(=O)NC2(C(F)(F)F)NC(=O)N(Cc3ccccc3)C2=O)cc1 (centres undefined) | -3 | 820 | -16% | -5% | 0.1% | i | 0.8 | 16% | 6% | -5% | /
C=CCn1c(SCC(=O)Nc2ncc(Cc3cc(Cl)ccc3Cl)s2)nnc1-c1ccncc1 | / | / | -9% | 5% | 1.3% | i | 1.3 | 22% | 13% | 6% | -3.0%
CCCC(=O)N1CCN(c2ccc(NC(=S)NC(=O)c3cccc(C)c3)cc2)CC1 | -12 | 691 | -3% | 6% | -1.1% | i | 0.3 | 28% | 0% | -7% | -4.2%
CCOc1ccc(Br)cc1S(=O)(=O)NCCN1CCCC1 | / | / | -9% | -2% | -3.2% | i | 0.1 | 4% | 15% | 0% | /
Nc1nc(SCC(=O)NCCC(c2ccccc2)c2ccccc2)n[nH]1 | 16 | 766 | -7% | -4% | 0.0% | i | 0.6 | 2% | ? | -3% | -3.2%
O=C(O)C1CC(=O)N(CCOc2ccccc2)C1 (centres undefined) | 9 | 604 | -4% | 0% | 0.1% | i | 0.9 | 15% | -9% | 2% | 4.4%
Clc1ccc(Oc2cnc3ccccc3n2)cc1 | / | / | -4% | -5% | -1.1% | i | 0.8 | 25% | 12% | -4% | -1.2% | NS5 inhibitors pilot replicate=-2.7
O=C(O)C1Cc2ccccc2CN1C(=O)COc1ccc(Cl)cc1 (centres undefined) | 24 | 690 | -8% | 9% | 1.3% | i | 0.4 | 19% | 4% | 0% | -2.8%
O=C(NC1CCCC1)C1CCN(C(=O)c2cc(Cl)ccc2Cl)CC1 | -9 | 812 | -2% | 6% | 1.3% | i | 0.4 | -4% | 12% | -6% | /
Oc1c(C=NCc2ccccc2)sc2ccccc12 | 1 | 701 | -4% | 2% | 0.8% | i | 0.5 | -48% | -4% | -4% | -2.0%
CC(C)c1ccc(NC(=O)CSC(C)c2nc3ccccc3c(=O)[nH]2)cc1 (centres undefined) | -2 | 650 | -6% | -3% | -0.6% | i | 0.6 | -7% | 0% | 1% | /
CCOC(=O)C1=C(c2ccccc2)NC(=O)NC1c1cc(OCC)c(O)c([N+](=O)[O-])c1 (centres undefined) | -4 | 749 | -7% | 7% | -2.6% | i | 0.3 | 12% | 3% | / | /
CC(C)C(NS(=O)(=O)c1ccccc1)C(=O)N1CCCCCC1 (centres undefined) | -3 | 798 | -12% | 2% | -1.0% | i | 0.6 | -2% | 6% | -8% | /
O=C(c1ccc(S(=O)(=O)Nc2ccccc2)cc1)N1CCOCC1 | / | / | -5% | 6% | -2.4% | i | 0.4 | -5% | 7% | -6% | -6.8%
O=C(COC(=O)Cc1ccc(Br)cc1)NC12CC3CC(CC(C3)C1)C2 | 20 | 856 | -3% | -1% | -0.8% | i | 0.5 | 15% | -3% | -5% | -3.6%
O=C(NCc1ccccc1Cl)c1cc2c(s1)CS(=O)(=O)C2 | -4 | 686 | -8% | 2% | 1.5% | i | 1.0 | 8% | 19% | -11% | /
CC(=O)c1ccccc1C(=O)N1CCC(n2nccc2NC(=O)C2CC2)CC1 | 3 | 714 | -11% | -2% | 1.0% | i | 1.7 | 13% | 44% | 1% | /
O=C1CSc2ccc(S(=O)(=O)NCc3ccc(Cl)cc3)cc2N1 | -1 | 773 | -9% | 4% | 1.0% | i | 0.9 | 16% | -2% | -2% | /

Looked up by compound from the entries so far:
SMILES | Lipid droplet | Lipid droplet cells 6.5 µM | LYP inhibition | SIAH1 antagonists | HIV peptide binding | Myeloid diff 2 | Myeloid diff 2 GFP+ MAC1+ % | HEK293 NOD2/NF-kB | AID2073 | NS5 inhibitors | XIAP displacement | others
O=C(c1ccc(S(=O)(=O)Nc2ccccc2)cc1)N1CCOCC1 | / | / | -5% | 6% | -2.4% | i | 0.4 | -5% | 7% | -6% | -6.8%
CCn1c(=S)[nH]c2sc3c(c2c1=O)CCCC3 | 7 | 836 | -4% | -4% | -0.1% | i | 0.7 | -2% | -18% | -3% | /

As a working copy, 3 of the compounds above:
SMILES | Lipid droplet | Lipid droplet cells 6.5 µM | LYP inhibition | SIAH1 antagonists | HIV peptide binding | Myeloid diff 2 | Myeloid diff 2 GFP+ MAC1+ % | HEK293 NOD2/NF-kB | AID2073 | NS5 inhibitors | XIAP displacement | others
COc1ccc(C(C)=O)cc1CN1C(=O)NC2(CCCCC2)C1=O | 21 | 876 | -6% | -1% | -1.8% | i | 0.6 | 4% | 2% | 1% | -1.1%
Nc1ccc(S(=O)(=O)NC2(C(F)(F)F)NC(=O)N(Cc3ccccc3)C2=O)cc1 (centres undefined) | -3 | 820 | -16% | -5% | 0.1% | i | 0.8 | 16% | 6% | -5% | /
C=CCn1c(SCC(=O)Nc2ncc(Cc3cc(Cl)ccc3Cl)s2)nnc1-c1ccncc1 | / | / | -9% | 5% | 1.3% | i | 1.3 | 22% | 13% | 6% | -3.0%
